# Hsp70 displacement: Hsp70 inhibitors, probe displacement, primary screen, biochemical, fluorescence polarization (AID 583); 140,000 tested, 0.06% active; Hsp70 fluorescence polarization probe displacement, mP; higher % means a stronger effect; displacement, % at 20 µM, or IC50 in µM where a hit was titrated; Heat shock 70 kDa protein 1A (Homo sapiens); in the data active = displacement above about 50%;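 also: plate controls were vehicle for no effect and reference ligand for full effect; a part of the inactive calls stands beside numbers as strong as those of hits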
# Rat MKP-3 inhibitors: MKP-3 phosphatase inhibitors, primary screen, biochemical, rat enzyme, in vitro (AID 425). Dual specificity protein phosphatase 6 (Rattus norvegicus). recombinant MKP-3 phosphatase activity, fluorescence; higher % means a stronger effect. one-dose inhibition, % at 20 µM; IC50 in µM for titrated hits. 110,000 tested, 0.17% active; in the data active = inhibition above about 50%;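 also: plate controls were vehicle for no effect and reference inhibitor for full effect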
# * marks the source's active call; other numbers are inactive results; / = no result given; & = joins results of further samples. This is a subset; the hit share may differ from the screen's.
SMILES,Hsp70 displacement,Rat MKP-3 inhibitors
O=C(CN1C(=O)/C(=C/c2ccccc2F)SC1=S)Nc1cccc(O)c1,-2.0%,3%
CCCn1c(N2CCN(CC(=O)c3c[nH]c4ccccc34)CC2)nc2c1c(=O)[nH]c(=O)n2C,-1.1%,-2%
Cc1cccc(N2C(=O)c3ccc(Oc4ccc([N+](=O)[O-])cc4)cc3C2=O)c1C,2.8%,3%
O=C(Nc1nc(-c2ccc(Cl)cc2)cs1)c1ccc2c(c1)OCO2,2.9%,0%
C/C(=C\C(=O)c1ccc(Br)cc1)N1CCCCC1,-3.6%,-5%
O=C(NC1CCCCC1)N1CCC(n2cnc3ccccc32)CC1,0.9%,6%
CC(C)(C)N1C(=O)Cc2c1nc(N)c1c(N)nc(N3CCCCC3CO)c(C#N)c21 (stereo not drawn),1.8%,0%
COc1ccc(OC)c(N2C(=O)NC(=O)C(=Cc3ccc(C)o3)C2=O)c1,-6.2%,4%
COc1ccccc1N1CCN(c2cc(=O)n(-c3ccc(Br)cc3)c(=O)[nH]2)CC1,3.2%,3%
CN(C)C(=O)c1nc(C#N)c(N(C)C)o1,1.6%,-10%
Cc1cc(/C=N/NC(=O)CC#N)c(C)n1-c1cc(Cl)ccc1Cl,-0.6%,1%
O=C(NC(C(=O)c1ccccc1)n1c(=O)cc[nH]c1=S)c1ccccc1 (stereo not drawn),-2.3%,/
O=C1CC(C(=O)N2CCN(c3ccc(F)cc3)CC2)CN1CCc1ccccc1 (stereo not drawn),-1.5%,-5%
Cc1cccc(NC(=S)NCc2cccs2)c1C,-0.2%,/
O=C1NC(=O)N(c2ccc(Br)cc2)C(=O)/C1=C\C=C\c1ccco1,-7.2%,6%
COc1ccc(C(=O)NCCSCc2ccco2)cc1OC,-4.4%,-13%
C/C(=C\C(=O)c1ccc(F)cc1)Nc1ccc(N2CCOCC2)cc1,2.6%,9%
Brc1c(CSc2nnc(-c3ccco3)o2)nc2ccccn12,3.9%,9%
CCOC(=O)C1CCCN(C(=O)Cc2c(F)cccc2Cl)C1 (stereo not drawn),-2.0%,-3%
Cc1cccc2cc(CN(Cc3cccs3)C3(c4nnnn4C4CCCC4)CCCC3)c(=O)[nH]c12,2.2%,0%
CCOC(=O)Cc1csc(NC(=O)c2csc(C)c2)n1,13%,-21%
COC(=O)c1cc(-c2ccc(N)cc2)nc2ccccc12,2.1%,-3%
O=P(O)(CCc1ccccc1)CN1CCCCC1,5.2%,1%
O=C(c1cc2c(s1)-c1ccccc1OC2)N1CCCC1,-7.7%,-1%
COc1ccc(OC)c(C2Nc3nc4ccccc4n3C(C)=C2C(=O)Nc2ccc(C)cc2C)c1 (stereo not drawn),-2.0%,/
COc1ccc(Nc2ncnc3c2oc2ccccc23)cc1,1.1%,-8%
COc1ccc(N(C)S(=O)(=O)c2c(C)[nH]c(=O)[nH]c2=O)cc1,-1.1%,1%
O=C(OCc1c(F)cccc1Cl)c1cnccn1,-11%,-8%
Cc1cc(NC(=O)c2cccc(S(=O)(=O)N3CC(c4ccccc4)CC3=O)c2)no1 (stereo not drawn),0.2%,4%
Cc1onc(-c2c(Cl)cccc2Cl)c1C(=O)NC(C)(C)CO,0.6%,-9%
Cc1cc(C)c(-c2cc(NC(=O)CSc3nncn3C)n(-c3ccccc3)n2)cc1C,0.3%,2%
COc1cc(OC)cc(-c2nc(-c3ccccc3)no2)c1,/,-11%
Cc1[nH]nc(-c2ccc(O)cc2O)c1-c1ccc(Cl)cc1,0.0%,1%
CCc1cc2c(=O)c(-c3nc4ccccc4n3C)c(COCC(=O)O)oc2cc1O,7.7%,-6%
Cc1cccc(C)c1NC(=O)c1ccc([N+](=O)[O-])cc1Cl,2.4%,-2%
CSc1nnc2c3ccccc3n(Cc3ccccc3)c2n1,-4.8%,2%
COc1ccc(Br)cc1/C=C/C(=O)Nc1ccc(NC(=O)c2ccccc2)cc1,-3.0%,4%
O=C1N/C(=N/N=C/c2ccc3c(c2)OCO3)SC1c1ccccc1 (stereo not drawn),-5.1%,4%
CCCC(=O)Nc1ccc(Cl)c(NC(=O)c2cccnc2)c1,0.2%,-7%
CCOC(=O)c1c(NC(=O)c2ccc(OC)c(OC)c2)sc(C(=O)N(CC)CC)c1C,0.9%,3%
CSc1ccccc1NC(=O)c1cc2nc(-c3cccs3)cc(C(F)(F)F)n2n1,0.1%,0%
COc1cc(C=C2C(=O)NC(=S)NC2=O)cc(Br)c1OCCOc1ccc(C)c(C)c1,2.1%,5%
CCOc1ccc(-c2cc(C(=O)Nc3cccc([N+](=O)[O-])c3)c3ccccc3n2)cc1,2.8%,-3%
Cc1ccc(-c2ccc(OCC(=O)NCc3ccccc3)cc2)cc1,1.9%,3%
CCCCOc1ccc(N2C(=O)C3CC(C)=C(C)CC3C2=O)cc1 (stereo not drawn),0.2%,2%
CC(NC(=O)OC1CCCCC1)N1C(=O)C2C3C=CC(C3)C2C1=O (stereo not drawn),1.4%,4%
CCOC(=O)C1CCCN(C(=O)COC(=O)C2=COCCO2)C1 (stereo not drawn),2.6%,-12%
O=C(O)CSc1nnnn1-c1ccccc1,-1.0%,/
COc1ccc(/C=C/C(=O)NCCSCc2ccc(Cl)cc2)cc1,2.7%,0%
CC(NC(=O)C(NC(=O)C1CCCN1C(=O)OC(C)(C)C)C(C)C)C(N)=O (stereo not drawn),4.3%,2%
COc1ccc(OCCN2C(=O)NC(C)(c3ccc(C)cc3)C2=O)cc1 (stereo not drawn),1.9%,-5%
CSc1ccc(C2C(C#N)=C(N)Oc3cc4c(cc32)OCO4)cc1 (stereo not drawn),0.5%,-8%
O=C(Nc1ccccc1)Nc1ccccn1,4.5%,-9%
COC(=O)c1ccccc1NC(=O)C1CC(=O)N(c2ccccc2)C1 (stereo not drawn),5.1%,-6%
Cn1c(=O)c2c(nc(NCc3ccc4c(c3)OCO4)n2C)n(C)c1=O,-2.6%,-16%
COc1ccc(N2C(=O)NC(=O)/C(=C/c3ccc(O)c([N+](=O)[O-])c3)C2=O)cc1,0.5%,3%
CCCCNC(=O)c1nc2ncc(Br)cn2n1,-4.6%,2%
CCOC(=O)C1=NN(C(=O)c2ccc([N+](=O)[O-])cc2)C(O)(C(C)(C)C)C1 (stereo not drawn),1.5%,3%
N=c1c2c(-c3ccccc3)c(-c3ccccc3)n(Cc3ccccc3)c2ncn1CCCO,5.9%,/
COC(=O)C1=NN(C(=O)c2ccccc2)C(C)(O)C1 (stereo not drawn),8.0%,/
# Additional records follow:
SMILES,Hsp70 displacement,Rat MKP-3 inhibitors
O=C(O)CCCCCN1C(=O)C(=O)/C(=C(/O)c2ccccc2)C1c1ccc([N+](=O)[O-])cc1 (stereo not drawn),-0.1%,3%
Cc1cc(/C=C(\C#N)C(=O)NCC2CCCO2)c(C)n1-c1ccc(Br)cc1 (stereo not drawn),-1.1%,5%
Fc1ccc(-c2cn3ccccc3n2)cc1,12%,1%
O=C(N/N=C/c1cccc(Cl)c1)c1ccncc1,0.7%,0%
NC(=O)NC(=O)CSc1nnc(-c2ccco2)n1Cc1ccccc1,-2.6%,/
COc1ccc(/C=C/C(=O)NCCN2CCOCC2)cc1OC,1.6%,0%
Cc1ccc(C(=O)CC(=O)c2ccccc2C)c(O)c1,-2.7%,2%
Cc1cccc(-n2c(SCC(=O)NC3CCCC3)nnc2-c2ccoc2C)c1,-2.8%,/
CCc1ccc(OC(=O)c2ccn(CC)n2)cc1,0.4%,4%
C=CCS/C(=N\n1cnc2ccccc2c1=O)N1CCCCC1,5.4%,5%
Nc1c(Cl)cc(Cl)cc1C(=O)OCC(=O)NC1CC1,7.5%,/
O=C(C1CCC(CNS(=O)(=O)c2cccc3cccnc23)CC1)N1CCCC1 (stereo not drawn),2.6%,1%
COC1=Cc2c(ccc3ccc(=O)oc23)OC1(C)C,2.3%,-5%
CCOc1ccc(N=C2SC(C(=O)O)CC(=O)N2C)cc1 (stereo not drawn),16%,-6%
CC(=O)c1coc2ccc(OCCN3CCCCC3)cc12,-3.6%,-20%
O=C(CN1C(=O)c2cccc([N+](=O)[O-])c2C1=O)Nc1nc(-c2ccccc2)cs1,-1.4%,2%
C=CCc1ccccc1OCCOc1c(Br)cc(/C=N/n2cnnc2)cc1OC,2.5%,0%
Cc1c(NC(=O)CCC(=O)N2CCOCC2)c(=O)n(-c2ccccc2)n1C,-1.4%,/
COc1ccc(N2CCN(C(=O)CSc3nc4cc(OC)c(OC)cc4cc3C#N)CC2)cc1,7.1%,5%
O=C(Nc1ccccn1)C1CCN(S(=O)(=O)c2cccs2)CC1,-2.9%,-3%
CC(=O)c1ccc(NC(=O)C2CCCN2S(=O)(=O)c2cccc3cccnc23)cc1 (stereo not drawn),-2.3%,-3%
O=C(N/N=C\c1cc([N+](=O)[O-])ccc1N1CCCC1)c1ccccn1,1.6%,5%
CCC(Sc1nc(=O)cc(N)n1CCc1ccccc1)C(=O)Nc1ccccc1C#N (stereo not drawn),-2.2%,-10%
COc1ccc(OC)c(S(=O)(=O)Nc2ccc(O)c3ccccc23)c1,3.7%,0%
Cc1ccc(OCCn2c(SCC(N)=O)nc3ccccc32)cc1,-5.5%,0%
Cc1cc(-c2cc(Cl)ccc2O)n[nH]1,-1.5%,-2%
Cc1cccc(OCCn2c(N)nc3ccccc32)c1,-18%,1%
COc1ccc(NC(=O)c2cc3nc(-c4ccc(Cl)cc4)cc(C(F)(F)F)n3n2)cc1OC,0.9%,2%
COc1ccccc1N1CCN(CCC(=O)Nc2ccc3c(c2)OCO3)CC1,/,0%
Cn1c(SCc2ccccc2)nnc1-c1cccs1,-3.7%,-8%
CCOc1ccc(NC(=O)CSc2nnc(C3CC3)n2N)cc1,-2.9%,-9%
Cn1c2ccccc2c2ncn(CCC3=CCCCC3)c(=O)c21,-3.9%,-10%
COc1ccc(-c2nnc(N(C)C(=O)c3cccnc3)s2)cc1,-2.8%,-10%
N#CC(C#N)=Cc1c[nH]c(=O)c(C#N)c1Nc1ccccc1,3.9%,-2%
CCOC(=O)c1nnn(-c2nc(OC)nc(N(C)C)n2)c1-c1ccccc1,-4.2%,5%
Cc1cc(C)cc(OCC(=O)Nc2ccc(F)cc2)c1,4.7%,/
Nn1c(-c2cccc(Br)c2)n[nH]c1=S,4.7%,-8%
CC(C)CC(OC(=O)c1cccs1)C(=O)NCc1ccco1 (stereo not drawn),1.0%,-3%
COCCCNCCOCCOc1cccc(OC)c1,-4.2%,2%
CCCCN1C2=NCCCN2c2ccccc21,-0.9%&4.8%,0%
COc1cc(NC(=O)c2cc(-n3cnnc3)ccc2Cl)cc(OC)c1,3.1%,-4%
CC1=C(C(=O)OCCc2ccccc2)C(c2ccc(Cl)cc2Cl)CC(=O)N1 (stereo not drawn),2.7%,5%
CCOC(=O)CCc1c(C)c2c(C)nn(-c3ccccc3)c2[nH]c1=O,-3.7%,1%
CCCOc1ccc(C2C(C(=O)OC)=CN(CCOC)C=C2C(=O)OC)cc1,0.2%,-5%
FC(F)(F)c1ccccc1CN1CCN(C2CCCCC2)CC1,-8.2%,2%
S=c1[nH]nc(-c2ccc3ccccc3n2)o1,/,-6%
COc1ccccc1N1CCN(C(=O)c2ccc3c(=O)n(Cc4ccco4)c(=S)[nH]c3c2)CC1,7.4%,5%
CCOc1ccc(-c2nc(CSCC(=O)N3CCN(c4cccc(OC)c4)CC3)c(C)o2)cc1,-2.8%,4%
COc1ccc(-c2cn3ccc4ccccc4c3n2)cc1,4.9%,/

# Reformatted: 2 of the compounds above.
# Below each compound: Hsp70 displacement	Rat MKP-3 inhibitors
- COC(=O)c1cc(-c2ccc(N)cc2)nc2ccccc12
    2.1%	-3%
- COc1ccc(Br)cc1/C=C/C(=O)Nc1ccc(NC(=O)c2ccccc2)cc1
    -3.0%	4%

# Part of the list above, reformatted.
compound | Hsp70 displacement | Rat MKP-3 inhibitors
CSc1nnc2c3ccccc3n(Cc3ccccc3)c2n1 | -4.8% | 2%
CCc1ccc(OC(=O)c2ccn(CC)n2)cc1 | 0.4% | 4%
CCOC(=O)c1c(NC(=O)c2ccc(OC)c(OC)c2)sc(C(=O)N(CC)CC)c1C | 0.9% | 3%
CCOC(=O)Cc1csc(NC(=O)c2csc(C)c2)n1 | 13% | -21%
O=C(N/N=C\c1cc([N+](=O)[O-])ccc1N1CCCC1)c1ccccn1 | 1.6% | 5%
CCCOc1ccc(C2C(C(=O)OC)=CN(CCOC)C=C2C(=O)OC)cc1 | 0.2% | -5%

# Reformatted with values under each structure: part of the list above
# Screens in order – Hsp70 displacement | Rat MKP-3 inhibitors
- COc1ccccc1N1CCN(C(=O)c2ccc3c(=O)n(Cc4ccco4)c(=S)[nH]c3c2)CC1
 : 7.4% | 5%
- COc1ccc(-c2cn3ccc4ccccc4c3n2)cc1
 : 4.9% | /
- S=c1[nH]nc(-c2ccc3ccccc3n2)o1
 : / | -6%

# Bioassay records from PubChem.
